Screens as filed in PubChem.
PfM18AAP inh – PfM18AAP inhibitors, malaria aminopeptidase, primary screen, biochemical, QFRET, recombinant enzyme | M18 aspartyl aminopeptidase (Plasmodium falciparum 3D7) | H-Glu-NHMec fluorogenic cleavage | inhibition, % at 7.35 µM | 290,000 compounds, 1.2% hits | AID 1822, 2009;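 active = inhibition above the campaign mean inhibition over all tested compounds plus 3 SD, cut at about 28% in these data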;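 also: 0% = plate median of test compound wells and 100% = 2 mM ZnCl2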
OXTR agonist – human OXTR agonists, primary screen, fluorescence, CHO-OTR cells, Fluo-8 calcium. Fluo-8 calcium fluorescence; normalized: DMSO 0%, oxytocin 100%. activation, % at 3 µM. 320,000 compounds, 0.32% hits. AID 2435, 2010;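 active = activation above the mean of all tested compounds plus 3 SD, cutoff set per screening run, cut at about 20% in these data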;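 also: peak over basal fluorescence ratio from a 100 s FLIPR kinetic read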
Target sequence (P30559 whole entry, looked up): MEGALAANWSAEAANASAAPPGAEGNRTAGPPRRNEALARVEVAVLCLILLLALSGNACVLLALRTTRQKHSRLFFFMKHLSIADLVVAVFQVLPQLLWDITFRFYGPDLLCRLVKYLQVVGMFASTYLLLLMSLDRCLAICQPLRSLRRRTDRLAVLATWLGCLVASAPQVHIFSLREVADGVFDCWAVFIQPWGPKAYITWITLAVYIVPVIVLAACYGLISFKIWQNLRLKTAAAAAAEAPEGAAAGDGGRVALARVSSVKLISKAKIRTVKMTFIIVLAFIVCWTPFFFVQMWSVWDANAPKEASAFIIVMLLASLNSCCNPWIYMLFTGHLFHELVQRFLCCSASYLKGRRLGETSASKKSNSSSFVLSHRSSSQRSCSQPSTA
MEKK2wt PB1 HTS – modulators of MEK5 binding to wildtype MEKK2, primary screen, biochemical, multiplex bead flow cytometry, Alexa488-MEK5; 290,000 compounds, 1.1% hits; binding response (% of control), % at 10 µM; Alexa488-MEK5 binding to MEKK2 WT; actives lie on both sides; in the data active = binding response below about 67% or above about 130%
GalR3 antagonist – GalR3 antagonists in HEK293 cells, primary screen, cell-based, fluorescence readout; Galanin receptor type 3 (Homo sapiens), O60755; HEK293 GalR3-CNG cAMP membrane potential fluorescence; galR3 body fused to GalR1 C-terminus; inhibition, % at 3 µM; 360,000 compounds, 0.44% hits;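 active = inhibition above the screen-wide average plus 3 SD, cut at about 13% in these data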;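 also: forskolin and galanin both at EC90 stimulate the cells; cAMP rise reported by CNG channel membrane potential dye signal; 0% = forskolin plus galanin with DMSO and 100% = forskolin alone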
Target sequence (O60755 1-299 limits assumed): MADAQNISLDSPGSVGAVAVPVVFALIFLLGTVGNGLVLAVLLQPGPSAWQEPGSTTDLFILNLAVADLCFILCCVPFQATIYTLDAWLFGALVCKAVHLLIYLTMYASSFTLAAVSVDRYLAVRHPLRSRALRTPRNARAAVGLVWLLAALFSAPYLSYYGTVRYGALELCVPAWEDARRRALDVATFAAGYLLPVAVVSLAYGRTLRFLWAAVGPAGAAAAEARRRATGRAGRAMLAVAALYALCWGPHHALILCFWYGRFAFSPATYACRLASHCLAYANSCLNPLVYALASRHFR
OXTR potentiator – human OXTR potentiators, primary screen, fluorescence, CHO-OTR cells, Fluo-8 calcium | Fluo-8 calcium fluorescence, potentiator mode; 0% = oxytocin EC15, 100% = EC100 | activation, % at 3 µM | 320,000 compounds, 0.061% hits;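 active = activation above that plate's cutoff, the mean activation of tested compounds plus 3 SD, cut at about 6.6% in these data, passing the limit was not always enough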;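 also: 100% uses oxytocin at 75 nM as the full agonist control; some results filed as inactive read as strong as hits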
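Material: human OTR in CHO cells. Compound: 3.0 µM, one dose. Timing: compound 6 min at room temperature before oxytocin, 100 s read. Evaluation: % activation of max/min ratio relative to oxytocin controls. Replication: single well per compound, singlicate. Signal: Fluo-8 calcium dye fluorescence.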
NALP1 inh – NALP1 inflammasome inhibitors in reconstituted yeast, colorimetric, S. cerevisiae, triplicate retest; S. cerevisiae NALP1/ASC/caspase-1 growth, X-gal OD620, 72 h; inhibition, % at 10 µM; 280,000 compounds, 0.61% hits; AID 2071, 2009; in the data active = inhibition mostly above about 24%, no sharp cut-off; inactive = mostly below about 32%; also: some compounds called inactive have numbers as strong as hits
MEKK2mut PB1 HTS – MEK5 binding signal on mutant MEKK2 PB1, primary screen, biochemical, multiplex bead flow cytometry, Alexa488-MEK5; percent response, % at 10 µM; 290,000 compounds, 0.35% hits; Alexa488-MEK5 binding to MEKK2 mutant; in the data active = percent response above about 24%, passing the limit was not always enough; also: inactives centre near 1; some results filed as inactive read as strong as hits
V1R ag counter – agonists of human V1a receptor, primary screen, counter-screen for OXTR agonist project, fluorescence, CHO-V1R cells; Fluo-8 calcium fluorescence, agonist mode; 0% DMSO, 100% 3 nM vasopressin; 320,000 compounds, 0.25% hits; activation, % at 3 µM; Vasopressin V1a receptor (Homo sapiens), P37288;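 active = activation above the mean activation of all tested compounds plus 3 SD, per screening run, cut at about 20% in these data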;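 also: signal is peak over basal fluorescence ratio across a 100 second FLIPR read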
GPR7 antagonist – GPR7 receptor antagonists, primary screen, cell-based, fluorescence, single concentration. Neuropeptides B/W receptor type 1 (Homo sapiens), P48145. GPR7-expressing cells, fluorescence antagonist assay. inhibition, % at 4.4 µM. 290,000 compounds, 1.1% hits. AID 1861, 2009; in the data active = inhibition above about 16%, passing the limit was not always enough;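 also: cells stimulated with the agonist NPW; 0% = agonist with vehicle and 100% = vehicle without agonist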
Target sequence (P48145 whole entry, looked up): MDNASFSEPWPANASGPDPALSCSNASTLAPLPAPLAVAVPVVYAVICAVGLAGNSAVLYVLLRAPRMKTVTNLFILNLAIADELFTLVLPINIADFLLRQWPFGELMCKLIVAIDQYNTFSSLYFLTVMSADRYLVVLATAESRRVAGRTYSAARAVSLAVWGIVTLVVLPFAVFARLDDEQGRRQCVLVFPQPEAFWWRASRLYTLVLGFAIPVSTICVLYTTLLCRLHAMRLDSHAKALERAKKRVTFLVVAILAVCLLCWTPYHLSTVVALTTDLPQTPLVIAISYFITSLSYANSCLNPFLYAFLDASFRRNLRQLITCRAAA
Numbers without * were called inactive; / = not tested or not shown. Rows are unselected; 4.1% or so of the library scored in one or more.

compound | PfM18AAP inh | OXTR agonist | MEKK2wt PB1 HTS | GalR3 antagonist | OXTR potentiator | NALP1 inh | MEKK2mut PB1 HTS | V1R ag counter | GPR7 antagonist
CCOC(=O)c1ccc(Nc2cc(C)nc(C)c2C(=O)OCC)cc1 | 0 | -1.3 | 107 | -3 | -19 | 22 | 8 | 0.4 | -3
O=C(N/N=C/c1ccc(O)c(O)c1)c1cc(-c2ccccc2)nc2ccccc12 | 61* | -1.0 | 100 | -10 | -7 | 0 | 1 | -1.0 | -4
CCCC(=O)C1=C(O)C(C(=O)OC)C(C)(C)CC1=NC(C)C (configuration not stated) | 1 | -0.4 | 106 | -4 | 0 | 27 | 7 | 0.0 | -9
COc1ccc(C2CC(=O)c3cnc(N4CCN(Cc5ccccc5)CC4)nc3C2)cc1 (configuration not stated) | 1 | -1.1 | 100 | -1 | -11 | 20 | 9 | 1.3 | -7
COc1cc(NS(=O)(=O)c2cc(C)ccc2OC)c(OC)cc1Cl | -10 | -1.5 | 100 | -2 | -16 | -7 | 2 | -1.3 | 0
O=S(=O)(c1ccc2c(c1)OCCO2)N1CCC(c2nc3ccccc3[nH]2)CC1 | 3 | 1.4 | 100 | -5 | -3 | 4 | 4 | 1.9 | -11
Cc1ccccc1NC(=O)CCS(=O)(=O)c1cccc2nonc12 | -5 | 1.1 | 100 | 3 | -4 | 3 | -1 | 0.8 | -5
O=C(O)c1cccc(NC(=O)c2cc(-c3cccc(Cl)c3)nc3ccccc23)c1 | -1 | 0.2 | 98 | -4 | -9 | 0 | 0 | 1.0 | -14
COc1ccccc1N1CCN(CC(=O)Nc2ccc(CN3CCCCC3)cc2)CC1 | 4 | 1.1 | 119 | / | 6 | -5 | 8 | 0.7 | -8
Cc1ccc(-n2nnnc2CNC(=O)C2CC(=O)N(c3ccccc3)C2)cc1C (configuration not stated) | 3 | -0.9 | 96 | 0 | -6 | 2 | 0 | -0.4 | 0
O=C(CNc1ccc2ccccc2c1)N/N=C/c1ccncc1 | 7 | 6.8 | 108 | -2 | -9 | 17 | 0 | 6.3 | -4
COc1ccc(N/C=C(\[N+](=O)[O-])S(=O)(=O)c2ccccc2)cc1 | -2 | -0.6 | 101 | -7 | -8 | 21 | -2 | 7.9 | -6
COc1ccc(-n2cnnc2SCC(=O)Nc2ccc(C(N)=O)cc2)cc1 | -8 | -0.8 | 96 | -7 | -2 | 6 | -4 | 1.0 | 3
COc1ccc(C(=O)NCc2csc(C(C)C)n2)cc1OC1CCN(C(C)=O)CC1 | -5 | -0.4 | 101 | 0 | -2 | 6 | -5 | 2.2 | -10
CC(C)NC(=O)NC(=O)COC(=O)c1cc[n+]([O-])cc1 | -8 | 0.4 | 102 | 0 | -3 | 1 | 0 | -0.9 | -2
Nc1c(C(=O)CSc2nc3ccccc3o2)c(=O)[nH]c(=O)n1C1CC1 | / | 2.6 | / | -7 | -2 | / | / | 2.6 | /
CCOC(=O)C1CCN(C(=O)CSC2=NCCS2)CC1 | -3 | 0.7 | / | 11 | -6 | 6 | / | 1.1 | -6
CCN(C(=O)COC(=O)c1cccnc1SC)C1CCCCC1 | / | -1.4 | / | -6 | -2 | / | / | -0.9 | /
COc1ccc(C(CC(=O)N2CCN(c3ccccc3)CC2)c2c(OC)cc(OC)c3ccc(=O)oc23)cc1 (configuration not stated) | / | -1.4 | 91 | -5 | -13 | 9 | 2 | -0.5 | /
NC(N)=S | / | 0.7 | / | -4 | -1 | / | / | 1.7 | /
CCOC(=O)c1sc(NC(=O)C2CC(=O)N(c3ccc(C)cc3)C2)nc1C (configuration not stated) | 3 | 2.4 | 98 | -10 | -2 | 4 | 0 | 2.1 | -1
O=C(NC1CCCCC1)c1ccc(-n2cncn2)c([N+](=O)[O-])c1 | / | 0.5 | / | -4 | -4 | / | / | 0.6 | /
CC(=O)c1ccc(S(=O)(=O)Nc2ccc(S(=O)(=O)N3CCCCC3)cc2)cc1 | / | 2.8 | / | -6 | -6 | / | / | 3.0 | /
CC(C)C(=O)Nc1csc(C(F)(F)F)c1-c1ccccc1 | -3 | -3.2 | 88 | -6 | -8 | -5 | -23 | -1.4 | -15
CSCCC(NC(=O)c1ccc(C(C)(C)C)cc1)C(=O)O (configuration not stated) | -3 | 1.3 | / | -6 | -6 | -1 | / | 0.7 | -3
COc1ccc(N/C=C(\C#N)S(=O)(=O)c2ccc(OC)cc2)cc1 | -2 | 1.9 | 103 | -9 | -15 | 20 | -2 | 2.8 | 8
CC1Oc2ccccc2OC1C(=O)Nc1ccccn1 (configuration not stated) | 0 | -1.3 | 100 | 4 | 0 | 5 | 6 | -0.4 | -9
Cc1oc(-c2ccccc2)cc1C(=O)NC1CCN(Cc2ccccc2)CC1 | 0 | -1.7 | 132 | -2 | -13 | 20 | 17 | 0.3 | 5
O=C1NC[C@@H](Cc2ccc(O)cc2)N(CC2CCCCC2)C1=O | / | 0.1 | 102 | -5 | -5 | / | 2 | 0.9 | /
CCN1C(Nc2ccccc2)=NC[C@@H]1Cc1ccccc1 | 0 | 1.2 | 101 | -5 | -7 | -8 | -1 | 0.6 | -2
CCN(CC)CCNc1nc2c(c(=O)[nH]c(=O)n2C)n1CC(O)COc1ccc(Cl)cc1Cl (configuration not stated) | -5 | -0.5 | 112 | -2 | -13 | 32 | 7 | 0.6 | 4
CCCCOC(=O)CCc1c(C)n[nH]c1C | -1 | -1.9 | 97 | -4 | -6 | -2 | -3 | 5.1 | -10
Cn1c(CNC(=O)c2ccccc2F)nnc1SCC(=O)c1ccccc1 | -1 | -0.1 | 99 | -1 | -1 | 7 | -4 | 0.5 | -12
O=C(CCCn1c(=O)[nH]c2ccsc2c1=O)NCc1cccs1 | 3 | 0.3 | 105 | -3 | 3 | 21* | 3 | 0.1 | -7
O=C1NCC(c2ccccc2)C1C(=O)N/N=C/c1ccc(Cl)s1 (configuration not stated) | 7 | -0.2 | 88 | -5 | -3 | 37* | -10 | 1.5 | 2
Nc1cc(=O)[nH]n1C1CCCC1 | 7 | 0.1 | 104 | -5 | 0 | 7 | 2 | -0.6 | -7
CC1=NC(=O)C(N=Nc2cccc(C(=O)O)c2)N1c1ccccc1 (configuration not stated) | 4 | -1.2 | 94 | -4 | -3 | 3 | -2 | -0.6 | 4
CC(NCCCOc1cccc2ccccc12)c1ccccc1 (configuration not stated) | 0 | 14 | 175* | -15 | -19 | 26 | 18 | 8.8 | 25*
COc1cc(C2CC(=O)Oc3c2c(=O)n(C)c2ccccc32)cc(OC)c1OC (configuration not stated) | 1 | 0.9 | 100 | 0 | -3 | -14 | -1 | -0.7 | 2
CCCCc1c(O)nc2ccccn2c1=O | -4 | 0.9 | 99 | -2 | 0 | 26 | 1 | 0.4 | -14

An excerpt from above, limited to GPR7 antagonist, OXTR agonist and PfM18AAP inh:
| SMILES | GPR7 antagonist | OXTR agonist | PfM18AAP inh |
| --- | --- | --- | --- |
| COc1ccc(N/C=C(\C#N)S(=O)(=O)c2ccc(OC)cc2)cc1 | 8 | 1.9 | -2 |
| CC1Oc2ccccc2OC1C(=O)Nc1ccccn1 (configuration not stated) | -9 | -1.3 | 0 |
| Cc1oc(-c2ccccc2)cc1C(=O)NC1CCN(Cc2ccccc2)CC1 | 5 | -1.7 | 0 |
| O=C1NC[C@@H](Cc2ccc(O)cc2)N(CC2CCCCC2)C1=O | / | 0.1 | / |

Additional entries:
compound | PfM18AAP inh | OXTR agonist | MEKK2wt PB1 HTS | GalR3 antagonist | OXTR potentiator | NALP1 inh | MEKK2mut PB1 HTS | V1R ag counter | GPR7 antagonist
COc1ccccc1NC(=O)C1CCCN1S(=O)(=O)c1ccc(Cl)cc1 (configuration not stated) | -2 | -0.8 | 98 | 0 | -4 | 6 | -3 | 0.4 | 8
Cc1ccc(-n2nnc3c(=O)n(CC(=O)OCc4ccccc4)cnc32)cc1 | -2 | -1.1 | 104 | / | -2 | 31 | 3 | 0.1 | -6
COc1ccc(OC)c(-c2cc(C(=O)Nc3cccc(Cl)c3)no2)c1 | -16 | -0.3 | 105 | -4 | -4 | 16 | 3 | 1.9 | 0
COc1ccc(/C=N/n2cnc3scc(-c4cccs4)c3c2=O)cc1OC | -4 | 0.0 | 100 | -1 | -5 | 12 | 0 | -0.5 | -2
Cc1ccc(S(=O)(=O)N2CCc3cc4c(cc3C2C)OCCCO4)cc1 (configuration not stated) | -6 | -1.6 | 96 | -2 | -14 | 19 | -5 | 2.5 | 10
NC(=O)c1ccc(NC(=O)COC(=O)CCN2C(=O)c3ccccc3C2=O)cc1 | / | 1.2 | / | -7 | -7 | / | / | -0.2 | /
CCOC(=O)c1c(C)[nH]c(C(=O)CN2C(=O)NC(C)(c3ccc4ccccc4c3)C2=O)c1C (configuration not stated) | -14 | 3.5 | 94 | -5 | 0 | 0 | 4 | 1.5 | -4
CN(C)c1ccc(/C=N/NC(=O)C2COc3ccccc3O2)o1 (configuration not stated) | 8 | 0.0 | 90 | -3 | -4 | 25 | -2 | -0.5 | -2
CCC(=O)NC1=C(NC(C)c2ccccc2)C(=O)c2ccccc2C1=O (configuration not stated) | -8 | -1.8 | 108 | 8 | -1 | 28 | 6 | -1.3 | -7
CCCCOP(=O)(c1ccc(N(C)C)cc1)C(O)c1ccncc1 (configuration not stated) | 4 | 0.3 | 93 | 9 | -3 | 21 | -2 | 0.1 | 0
COC(=O)C1CCN(C(=O)C2CCN(C(=O)[C@@H](NS(=O)(=O)c3ccc(C)cc3)C(C)C)CC2)CC1 | -1 | -0.8 | 103 | -8 | -1 | 17 | 5 | -0.7 | 7
COc1ccc(-c2nn(-c3ccccc3)cc2C(=O)O)cc1OC | 1 | 0.7 | 101 | -3 | 2 | -19 | 1 | 0.0 | -9
O=C(COc1cc(O)c2c(=O)c3ccccc3oc2c1)OCc1ccccc1 | 0 | 0.6 | 95 | -1 | 4 | / | -2 | 1.1 | -3
Cc1cc(-c2n[nH]c(=S)n2Cc2ccco2)nn1C | 14 | 0.6 | 99 | 0 | -6 | 17 | 0 | 0.6 | -9
Cc1nc2ccccn2c1C(=O)OCC#N | -7 | 0.8 | 101 | -1 | -14 | 12 | 3 | 0.6 | 6
O=C(c1ccccc1Cl)N(C(=O)c1ccccc1Cl)c1nccc(-c2cccs2)n1 | -2 | 0.5 | 84 | -2 | 1 | 28 | -4 | 0.5 | -12
